# Bioassay records (PubChem)
# Hsp70 act: switches on Hsp70 transcription. activation, % at 10 µM. HeLa Hsp70 promoter luciferase reporter, luminescence; scaled: vehicle 0, proteasome-inhibitor control 100%. actives 0.04% (n = 200,000);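 active means activation above the mean across all tested compounds plus 3 SD, cutoff set per campaign, cut at about 5.5% in these data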;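 further: 100% = MG132 at 30 µM as the positive control and 0% = DMSO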
# STAT1 inh: inhibitors of IFN-gamma induced STAT1 signaling; NIH 3T3 STAT1-luciferase reporter, luminescence; inhibition, % at 5.5 µM; actives 0.35% (n = 200,000);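 active means inhibition above a set limit, the mean inhibition across all tested compounds plus 3 SD, cut at about 34% in these data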;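 further: 0% = IFN-gamma with DMSO and 100% = IFN-gamma with 300 µM nifuroxazide; values of inactives mirror those of a sister screen read the other way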
# STAT1 activator: increases IFN-gamma driven STAT1 reporter signal | AID 932 | NIH 3T3 STAT1-luciferase reporter, luminescence; 100% = IFN-gamma alone, no compound | actives 2.6% (n = 200,000) | activation (% of control), % at 5.5 µM;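 active means activation above the screen-wide mean activation plus 3 SD, cut at about 130% in these data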;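 further: raw ratio to IFN-gamma control signal so 100% means no change and 0% no light; values of inactives mirror those of a sister screen read the other way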
# NF-kB neuron act: raises NF-kB expression in human neuronal cells | fold change at 12.5 µM | NF-kB reporter expression; hits give high values | AID 1239 | actives 1.6% (n = 190,000); in the data active means fold change above about 3.3
# Efa HMGR inh: E. faecalis class II HMG-CoA reductase inhibition. purified E. faecalis HMGR, NADPH absorbance 340 nm kinetic. inhibition, % at 10 µM. actives 0.41% (n = 190,000). AID 1066;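 active means inhibition above a set limit, the median over all tested compounds plus 3 SD, cut at about 9.5% in these data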;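 further: enzyme runs in reverse so mevalonate oxidation gives rising NADPH absorbance; 0% = complete reaction with DMSO and 100% = background rate lacking mevalonate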
# TLR4-MyD88 BLA: inhibitors of human TLR4-MyD88 binding. inhibition, % at 8.4 µM. HeLa CL3-4 TLR4/MyD88 BLA complementation, FRET ratio. actives 0.18% (n = 200,000); in the data active means inhibition above about 25%;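 further: 0% = vehicle and 100% = reference inhibitor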
# Target sequence (O00206 whole entry, looked up): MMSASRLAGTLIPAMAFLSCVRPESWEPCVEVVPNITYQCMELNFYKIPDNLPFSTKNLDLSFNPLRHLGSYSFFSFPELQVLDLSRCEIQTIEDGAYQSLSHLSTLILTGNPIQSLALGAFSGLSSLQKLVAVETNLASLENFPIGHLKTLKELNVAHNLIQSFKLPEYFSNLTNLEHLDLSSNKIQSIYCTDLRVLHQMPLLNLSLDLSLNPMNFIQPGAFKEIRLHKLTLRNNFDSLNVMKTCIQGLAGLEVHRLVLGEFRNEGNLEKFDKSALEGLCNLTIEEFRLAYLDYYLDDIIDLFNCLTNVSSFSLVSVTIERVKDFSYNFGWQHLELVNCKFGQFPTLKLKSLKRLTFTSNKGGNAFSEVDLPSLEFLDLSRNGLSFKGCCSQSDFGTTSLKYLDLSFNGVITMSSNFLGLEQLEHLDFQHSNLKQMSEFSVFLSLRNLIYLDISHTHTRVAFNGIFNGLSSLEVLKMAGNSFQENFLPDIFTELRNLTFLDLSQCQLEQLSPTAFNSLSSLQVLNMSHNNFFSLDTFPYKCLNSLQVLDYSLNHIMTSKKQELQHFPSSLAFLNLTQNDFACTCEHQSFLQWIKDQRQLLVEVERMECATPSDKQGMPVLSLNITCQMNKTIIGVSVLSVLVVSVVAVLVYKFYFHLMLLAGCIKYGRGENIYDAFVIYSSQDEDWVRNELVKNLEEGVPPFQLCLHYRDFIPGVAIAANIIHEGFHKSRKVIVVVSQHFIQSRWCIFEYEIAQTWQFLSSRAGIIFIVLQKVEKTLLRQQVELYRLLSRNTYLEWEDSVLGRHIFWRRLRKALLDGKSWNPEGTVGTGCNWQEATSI
# Target sequence (Q99836 whole entry, looked up): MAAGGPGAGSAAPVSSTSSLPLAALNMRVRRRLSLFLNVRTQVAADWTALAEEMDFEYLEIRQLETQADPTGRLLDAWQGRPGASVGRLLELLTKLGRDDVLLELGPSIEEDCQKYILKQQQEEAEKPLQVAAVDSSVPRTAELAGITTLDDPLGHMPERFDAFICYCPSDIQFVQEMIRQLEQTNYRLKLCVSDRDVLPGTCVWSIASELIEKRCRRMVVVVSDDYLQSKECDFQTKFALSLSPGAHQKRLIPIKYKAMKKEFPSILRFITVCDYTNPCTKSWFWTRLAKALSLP
# STAT3 act: activators of IL-6 induced STAT3 signaling | U3A cells, IL-6 STAT3-luciferase reporter, luminescence; 100% = signal with IL-6 EC80 alone | activation (% of control), % at 5.6 µM | actives 0.91% (n = 190,000) | AID 871;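 active means activation above the screen-wide mean of compound activation plus 3 SD, cut at about 130% in these data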;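 further: 0% = background luminescence of wells with medium and substrate only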
#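 Material: STAT3-luciferase reporter U3A cells; Probe or stimulus: IL-6 (33 ng/mL); Incubation: compound pre-incubation 1 h before IL-6, then 6 h stimulation at 37 °C; Technique: luminescence from STAT3-driven luciferase reporter; Evaluation: % activation versus median of IL-6-stimulated wells; Controls: IL-6-only high control.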
# APP 5'UTR act: activates APP 5'UTR luciferase reporter; AID 1276; SH-SY5Y APP 5'UTR luciferase reporter, luminescence; zero percent = DMSO vehicle wells; activation, % at 2 µM; actives 1% (n = 190,000);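 active means activation above a set limit, based on mean plus 3 SD of controls, cut at about 140% in these data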; further: values of inactives mirror those of a sister screen read the other way
# STAT3 inh: STAT3 signaling inhibition; U3A cells, IL-6 STAT3-luciferase reporter, luminescence; host cell line lacks STAT1; inhibition, % at 5.5 µM; actives 0.89% (n = 190,000); AID 862;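 active means inhibition above the mean inhibition across all screened compounds plus 3 SD, cut at about 44% in these data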;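 further: 0% = DMSO only wells and 100% = 100 µM nifuroxazide control wells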
# Redox H2O2 prof: compounds producing H2O2 with reducing agent – biochemical, NIH compound library profiling, artefact control for MLSCN library redox annotation, primary screen | actives 0.03% (n = 200,000) | DTT-dependent redox cycling H2O2, phenol red/HRP absorbance; 100% = 100 µM peroxide control, 0% = buffer | AID 878 | activation, % at 10 µM;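 active means activation of at least 50% relative to the plate's high and low controls in the primary single-dose screen; inactive means activation below 50%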;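 further: compound incubated with DTT at 0.8 mM final as the reducing agent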
# * marks the source's active call; other numbers are inactive results; . = not tested or not shown. Outcome played no part in choosing rows; 5.6% or so of the library scored in one or more.
SMILES,Hsp70 act,STAT1 inh,STAT1 activator,NF-kB neuron act,Efa HMGR inh,TLR4-MyD88 BLA,STAT3 act,APP 5'UTR act,STAT3 inh,Redox H2O2 prof
CCSc1ccccc1C(=O)NCCc1ccccc1,-0.2,1,99,1,-1,5,103,23,-4,0.5
O=C(Oc1c(Br)cc(C(=S)N2CCOCC2)cc1Br)c1ccc(Cl)cc1,-0.1,0,100,0.8,2,-13,91,-11,16,1.9
CCCCn1c(SCc2nc3ccccc3s2)nc2cc(S(N)(=O)=O)ccc21,0.1,8,93,0.8,1,-5,114,21,-8,0.2
CCCn1c(N2CCN(CC(=O)NCc3cccs3)CC2)nc2ccccc21,0.1,9,92,1.1,-7,-8,103,2,0,-4.2
CCOC(=O)c1ccc(NC(=O)NC2CC3CCC(C2)N3)cc1 (configuration not stated),-0.2,-6,106,1.1,6,-2,103,-5,5,0.2
CC(=O)Nc1ccc(S(=O)(=O)c2ccc(C)cc2)cc1,0.0,6,92,1.1,3,-4,104,17,0,-1.0
O=C(CS(=O)(=O)Cc1ccccc1)Nc1nc2ccccc2s1,0.7,-4,104,0.97,-1,-1,126,-7,-25,1.8
Cc1cc(-c2nn(-c3ccccc3F)cc2CN2CCC(C(N)=O)CC2)c(C)s1,0.5,-3,102,1.1,-6,9,96,22,15,-1.2
NC(=O)NCc1cccc(Cl)c1,-0.1,-1,101,1.2,2,-8,104,-3,2,3.4
O=C(O)c1ccc(CSc2nc(-c3ccc(Cl)cc3)cc(C(F)(F)F)n2)cc1,-0.1,8,93,1.3,-8,-5,88,12,20,0.3
O=C(O)c1cc(S(=O)(=O)N2CCCCC2)ccc1F,-0.1,5,95,1.1,-1,8,101,8,1,0.0
CC(=O)c1cc2c(=O)c3cc(C)ccc3oc2nc1C,0.3,-30,127,1.9,-4,-2,91,10,16,-3.1
O=C(CCc1nnc(CCCc2ccccc2)o1)NCCN1CCOC1=O,-0.2,-2,100,1.4,-3,-2,102,-14,0,-0.1
COC(=O)c1sc(S(=O)(=O)NC(C)C(=O)O)c(C(=O)OC)c1C (configuration not stated),-0.1,5,95,1.5,-5,-3,105,-8,-4,-0.6
CCc1nnc(NC(=O)c2cc(C)nc3ccccc23)s1,-0.3,1,99,1.2,-6,-6,104,19,-3,-1.1
Fc1ccc(Sc2nc(-c3ccccc3)nnc2C(F)(F)F)cc1,0.0,1,99,0.96,-1,22,103,-6,2,0.6
COc1ccc(-n2cc(CNCCc3cnc[nH]3)c(-c3cccc(F)c3)n2)cc1,-0.1,-1,101,0.96,-4,1,100,2,3,8.7
O=c1oc2ccccc2c2c1ncn2C1CCCCC1,-0.2,-1,101,1.2,-4,-4,112,8,-10,1.4
Cc1cc(C)c(NC(=O)NC(=O)c2cccc(F)c2)c(C)n1,-0.1,-9,109,1.4,-4,-8,102,8,0,0.2
COCCNC(=O)COC(=O)c1ccc(S(=O)(=O)N2CCOCC2)cc1,-0.1,-14,111,1.3,-4,-7,104,21,0,-1.0
CC(C)NC(=S)N/N=C/c1ccc(N2CCOCC2)cc1,-0.1,-4,104,1,-14,-19,98,-2,8,0.0
CCOC(=O)C1CCN(Cc2ccc(O)c3ncccc23)CC1,-0.2,5,96,10*,-9,4,100,-41,2,0.5
O=C(NCc1ccccn1)c1ccc2c(=O)n(CCc3ccccc3)c(=O)[nH]c2c1,-0.2,-1,101,1.7,-1,3,98,-9,7,0.1
Cc1ccc(S(=O)(=O)N2CCCCC2)cc1NC(=O)c1ccc2c(=O)n3c(nc2c1)CCCCC3,-0.4,12,90,0.36,0,-5,100,0,4,-0.5
O=C(Nc1ccccc1Cl)c1ccccc1S(=O)(=O)c1ccccc1[N+](=O)[O-],-0.2,0,100,1.1,0,1,96,-4,4,0.6
O=C(Nc1ccc(CN2CCOCC2)cc1)c1cccs1,0.8,-18,116,2.6,1,3,99,46,3,-0.5
CCc1ccc(C(C)NC(=O)/C(C#N)=C\c2cn[nH]c2-c2ccccc2)cc1 (configuration not stated),0.1,-2,102,0.6,1,3,97,6,10,-0.4
Cc1ccc(S(=O)(=O)Cc2ccc(C(=O)O)o2)cc1,0.2,1,99,1.2,-2,-2,102,10,-1,-2.4
Cc1nc(-c2ccccc2)sc1C(=O)CSc1ccc(Br)cc1,0.0,-2,101,1.3,1,8,103,-5,2,1.9
N#CC1=C(N)Oc2cc3ccccc3cc2C1c1cccs1 (configuration not stated),-0.4,4,96,1.2,7,-2,97,18,6,-6.8
C=CCOc1ccc(C=Nc2ccc(Cl)cc2)c(O)c1,-0.1,1,99,1,1,-9,103,-9,-7,-0.1
O=C(CNC(=O)c1ccco1)OCC(=O)c1ccccc1,0.0,-2,102,1,-12,-5,96,1,9,-0.2
Cc1[nH]n(-c2ccc([N+](=O)[O-])cc2)c(=O)c1C=NCCN1CCN(C(=O)c2cccc(F)c2)CC1,-0.2,2,99,1.3,-1,6,107,-9,-2,0.0
O=C(COc1ccc(Cl)cc1Cl)NC1CCSC1=O (configuration not stated),-0.1,-27,125,3.1,-3,10,98,38,9,0.1
COc1ccccc1NC(=S)N/N=C/c1ccc(O)cc1,0.3,-67,159*,4*,-1,-14,71,124,37,-0.1
O=C(NCCc1c[nH]c2ccccc12)c1ccc(S(=O)(=O)NCc2ccco2)cc1,-0.4,1,99,1.2,-3,19,125,-17,-22,-1.6
O=[N+]([O-])c1ccc2nc(CCCO)[nH]c2c1,-0.3,2,99,1.2,-4,8,102,16,0,-0.9
CCOC(=O)c1ccccc1NC(=O)c1ccc(N(C)S(C)(=O)=O)cc1,-0.3,0,100,1.1,-6,11,103,-11,0,0.3
c1coc(CN(Cc2cccs2)Cc2nnnn2C2CCCCC2)c1,0.0,-4,104,1.2,-4,-5,110,7,-7,0.4
CCc1nnc(NC(=O)CSc2nnc(-c3ccc(S(=O)(=O)N(CC)CC)cc3)n2CC)s1,-0.4,4,98,1.1,-1,9,103,.,-4,2.7
O=C(NCCc1cccs1)C1CC(c2cccc([N+](=O)[O-])c2)=NO1 (configuration not stated),-0.1,-2,102,1.4,.,-20,106,6,1,-5.2
C=CCn1c(SCc2ccc([N+](=O)[O-])cc2)nnc1C(C)NC(=O)c1ccccc1 (configuration not stated),0.2,4,96,1.2,-8,0,96,3,6,1.9
Cc1ccc(Cn2c(SCC(=O)NCC3CCCO3)nc3ccsc3c2=O)cc1 (configuration not stated),-0.2,10,89,0.83,-4,10,108,3,-8,-1.6
COc1ccc(CNc2nc3c(c(=O)n(Cc4ccc(Br)cc4)c(=O)n3C)n2C)cc1,-0.1,-3,103,0.27,-3,-4,87,8,24,2.5
COc1ccccc1N1CCN(S(=O)(=O)c2ccccc2F)CC1,-0.5,6,95,1.1,-1,4,108,-4,-7,0.0

# Another view of 2 compounds above:
mol	Hsp70 act	STAT1 inh	STAT1 activator	NF-kB neuron act	Efa HMGR inh	TLR4-MyD88 BLA	STAT3 act	APP 5'UTR act	STAT3 inh	Redox H2O2 prof
c1coc(CN(Cc2cccs2)Cc2nnnn2C2CCCCC2)c1	0.0	-4	104	1.2	-4	-5	110	7	-7	0.4
CCc1nnc(NC(=O)CSc2nnc(-c3ccc(S(=O)(=O)N(CC)CC)cc3)n2CC)s1	-0.4	4	98	1.1	-1	9	103	.	-4	2.7

# The results go on:
SMILES,Hsp70 act,STAT1 inh,STAT1 activator,NF-kB neuron act,Efa HMGR inh,TLR4-MyD88 BLA,STAT3 act,APP 5'UTR act,STAT3 inh,Redox H2O2 prof
CCC(=O)Nc1cccc(NC(=S)NC(=O)c2cc3ccccc3o2)c1,0.4,-63,157*,0.99,-4,12,85,153*,20,0.2
CCOC(=O)/C(=C\c1ccccc1)C(=O)c1cc(C(C)=O)c(Nc2ccccc2)s1,-0.1,23,79,9.7*,-6,4,96,-11,11,0.5
COc1ccc(C(=O)Nc2nc(C)c(C)s2)cc1OC,0.1,-43,139*,1.9,-1,5,100,104,4,1.2
CCCCOC(=O)Nc1nc2ccccc2s1,1.1,-58,153*,5.4*,-2,0,79,12,28,0.9
Cn1ncc(N=Cc2ccccc2O)c1C(=O)Nc1ccccc1,-0.3,-4,104,1.9,-1,16,98,1,8,-1.6
Cc1cc(C(=O)OCC(=O)NCCCN2CCCC2=O)c2ccccc2n1,-0.3,-3,102,0.88,0,8,95,-3,9,-4.8
Cc1ccc2[nH]cc(C(=O)CN3CCN(c4ccccc4F)CC3)c2c1,-0.1,1,99,0.95,-1,1,101,-15,3,0.1
NC(=O)c1ccc(C(F)(F)F)n(Cc2ccc(F)c(F)c2)c1=O,-0.3,12,88,1.1,-3,5,102,0,0,-2.4
CCn1c(SCC(=O)Nc2ccc(NC(=O)c3ccco3)cc2)nnc1-c1cccs1,-0.5,2,99,.,.,-20,91,-16,13,-0.5
O=C(O)c1ccc2c(c1)C(=O)/C(=C/c1ccccc1)C2=O,0.0,1,99,0.93,-6,3,86,-12,15,-0.4
COc1cc(CNCCO)cc(Cl)c1OCc1ccc(Cl)cc1Cl,-0.3,-4,102,1.3,0,9,98,17,8,-1.6
CCC(C)(C)n1nnnc1CN(Cc1cc2cc(OC)ccc2[nH]c1=O)C1CCCC1,-0.3,1,99,0.76,0,-18,95,-2,11,3.7
Cc1ccc(N2C(=O)CC2(C#N)c2ccc(OCc3ccccc3)cc2)cc1 (configuration not stated),-0.1,-8,107,1.1,-2,2,102,2,2,1.2
C=C(Cl)COc1ccc2c(C)cc(=O)oc2c1,0.4,-10,109,1.4,-9,1,78,-2,29,0.6
CCNC(=S)N(Cc1cccs1)Cc1cc2cc(OCC)ccc2[nH]c1=O,0.1,-3,103,0.49,0,0,93,-11,6,-0.5
COC(=O)c1c(C)[nH]c(C(=O)/C=C/c2ccccc2)c1C,0.0,-45,140*,1.6,-5,-8,77,121,29,0.3
O=C1CC(C(=O)Nc2ccccc2)C2(CCCC2)O1 (configuration not stated),-0.2,8,93,1.3,-1,-7,99,3,8,1.9
COc1ccc(N2C(=O)c3ccccc3NC23C(=O)N(C)c2ccccc23)cc1 (configuration not stated),-0.1,-5,105,1.3,-2,-15,103,5,-4,0.1
COc1ccc(S(=O)(=O)N2CCC(C(N)=O)(N3CCCCC3)CC2)cc1,-0.2,-6,105,1.7,1,3,101,-3,8,-0.8
Cc1cc(C(=O)COC(=O)CNC(=O)c2ccco2)c(C)n1Cc1ccco1,-0.4,9,92,1.1,-2,-8,109,-11,-16,-0.1
COc1ccc(OC)c(S(=O)(=O)N2CCN(c3ccccn3)CC2)c1,-0.2,5,95,0.94,-4,6,93,19,12,1.9
O=C(NCc1ccccc1)C1CCN(S(=O)(=O)N2CCCCCC2)CC1,-0.3,2,98,1,0,7,98,-7,7,0.3
O=C(/C=C/c1ccccc1)NC(NC(=S)Nc1cc(Cl)ccc1Cl)C(Cl)(Cl)Cl (configuration not stated),-0.2,3,97,0.98,-4,6,95,7,7,1.7
Cc1cc([N+](=O)[O-])nn1CCCC(=O)Nc1sc2c(c1C(N)=O)CCCC2,0.1,-2,102,1.2,-2,-4,107,-18,1,0.2
